MEP2 TOR yeast = modulators of MEP2-GFP levels in yeast, primary screen, S. cerevisiae, multiplex flow cytometry, MLPCN library | GFP response vs DMSO, % at 10 µM | AID 2016, 2009 | 330,000 tested, 0.51% active | S. cerevisiae MEP2-GFP strain, 3 h; 100% = DMSO control level;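 active = GFP response versus DMSO above a set limit, roughly screen mean plus 3 SD, cut at about 180% in these data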;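 also: median GFP fluorescence of the barcode-gated MEP2-GFP cells per well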
AHR activator = AHR activators, primary screen, cell-based, luminescence, luciferase reporter, human; AHR-responsive luciferase reporter cells; 320,000 tested, 2.5% active; AID 2796, 2010; activation, % at 5 µM; Aryl hydrocarbon receptor (Homo sapiens), P35869; in the data active = activation above about 47%;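 also: 0% = vehicle wells and 100% = reference agonist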
Target sequence (P35869 whole entry, looked up): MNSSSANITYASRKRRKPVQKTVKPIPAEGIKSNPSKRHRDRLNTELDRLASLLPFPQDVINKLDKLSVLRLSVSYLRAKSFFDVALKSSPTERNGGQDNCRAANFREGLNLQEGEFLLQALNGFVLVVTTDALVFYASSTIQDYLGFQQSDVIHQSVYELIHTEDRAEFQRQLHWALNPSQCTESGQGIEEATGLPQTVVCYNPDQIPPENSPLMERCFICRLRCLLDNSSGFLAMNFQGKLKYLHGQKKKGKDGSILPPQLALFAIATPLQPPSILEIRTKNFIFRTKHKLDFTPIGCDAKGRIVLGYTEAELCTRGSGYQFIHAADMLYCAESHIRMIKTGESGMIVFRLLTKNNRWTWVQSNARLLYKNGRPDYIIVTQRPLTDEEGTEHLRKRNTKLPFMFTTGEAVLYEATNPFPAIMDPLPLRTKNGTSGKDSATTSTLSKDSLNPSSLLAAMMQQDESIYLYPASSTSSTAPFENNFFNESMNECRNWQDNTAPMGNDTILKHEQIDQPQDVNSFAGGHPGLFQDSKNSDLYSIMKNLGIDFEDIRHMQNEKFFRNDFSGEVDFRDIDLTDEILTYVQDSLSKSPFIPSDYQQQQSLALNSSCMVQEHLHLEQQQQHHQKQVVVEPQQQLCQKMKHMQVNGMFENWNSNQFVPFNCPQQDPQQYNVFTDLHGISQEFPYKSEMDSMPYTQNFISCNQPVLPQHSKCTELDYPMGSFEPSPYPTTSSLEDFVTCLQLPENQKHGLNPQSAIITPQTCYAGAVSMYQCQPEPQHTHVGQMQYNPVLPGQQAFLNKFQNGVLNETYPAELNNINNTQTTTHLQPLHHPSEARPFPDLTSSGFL
RPL19A-GFP yeast = RPL19A-GFP expression modulators in yeast, primary screen, cell-based, S. cerevisiae, multiplex flow cytometry, MLPCN; S. cerevisiae RPL19A-GFP strain, 3 h; hits give low values; percent response vs DMSO, % at 10 µM; 330,000 tested, 0.3% active; AID 2025, 2009;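 active = percent response vs DMSO below 50%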;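 also: median channel GFP fluorescence of the barcoded RPL19A-GFP strain; ratio of sample median GFP to plate DMSO average so 100% = DMSO; lower means less RPL19A-GFP as with rapamycin TOR inhibition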
CIT2-GFP yeast = modulators of CIT2-GFP expression in yeast, primary screen, S. cerevisiae, GFP fusion, multiplex flow cytometry, MLPCN library; S. cerevisiae CIT2-GFP strain, 3 h; 100 means same as DMSO wells; GFP response vs DMSO, % at 10 µM; 320,000 tested, 0.065% active; AID 2029, 2009;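 active = GFP response relative to DMSO above a set limit, near the screen mean plus 3 SD, cut at about 150% in these data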;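 also: ratio of well median GFP fluorescence to mean of DMSO wells on the plate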
AGP1-GFP MLPCN = modulators of AGP1-GFP expression in yeast TOR pathway, primary screen, cell-based, multiplex flow cytometry, S. cerevisiae, MLPCN library | 3 h; GFP as percent of DMSO wells | GFP response vs DMSO, % at 10 µM | 320,000 tested, 0.02% active | AID 2066, 2009;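 active = GFP response relative to DMSO above a set limit, near screen average plus 3 SD, cut at about 150% in these data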;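 also: median GFP channel fluorescence of the gated AGP1 strain per well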
CR mimetic SO = reduction of superoxide in aged yeast, primary screen, HTS; S. cerevisiae aged cells, superoxide DHE fluorescence; hits give low values; superoxide response (% of plate mean), % at 10 µM; 330,000 tested, 0.18% active; AID 2690, 2010;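 active = superoxide response under a set limit, about three screen SD below normal, cut at about 65% in these data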;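 also: yeast aged for seven days with compound at 30 °C before DHE staining; 100% = average MFI of all compound-treated wells on the plate with controls excluded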
LAP4 TOR yeast = modulators of LAP4-GFP expression in yeast, primary screen, S. cerevisiae, multiplex flow cytometry, MLPCN library; GFP response vs DMSO, % at 10 µM; 3 h; median GFP as percent of DMSO wells; 320,000 tested, 0.34% active; AID 2023, 2009;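 active = GFP response vs DMSO above a set limit, about the screen mean plus 3 SD, cut at about 150% in these data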
Efflux pump mplx = inhibitors of Candida efflux pumps in yeast, primary screen, S. cerevisiae, Nile Red, multiplex; S. cerevisiae Candida pump triplex; inhibition, % at 10 µM; 330,000 tested, 0.44% active;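 active = plate passing quality check with inhibition over a set limit, or well fluorescence over plate mean plus 4 SD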;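 also: Nile Red retained in pooled yeast measured as flow cytometry median fluorescence; 0% = buffer negative control and 100% = Enniatin B positive control; higher means more Nile Red kept so more efflux inhibition; some compounds called inactive have numbers as strong as hits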
Starred values were filed as active, the others as inactive. Hits appear at their usual frequency; any-hit rate near 3.9%.

[1] O=C(CN1CCN(C(c2ccccc2)c2ccccc2)CC1)NC(=O)NCc1ccco1
[2] COc1cc(-c2nnc(SCC(=O)O)n2-c2ccccc2)cc(OC)c1OC
[3] O=C(N1CCOCC1)N1CCCC(c2nc(-c3cccs3)no2)C1 (stereo not drawn)
[4] Cc1cc(OC(=O)c2c(Cl)cccc2Cl)nc(C)n1
[5] Cc1ccc(NC(=O)CNc2cccc(S(=O)(=O)N3CCCCC3)c2)cc1F
[6] Cc1ccc(C)c(OCc2cc(C(=O)NC3CCOC(C)(C)C3)no2)c1 (stereo not drawn)
assay / compound	1	2	3	4	5	6
RPL19A-GFP yeast	102	103	100	91	102	102
LAP4 TOR yeast	102	86	108	91	105	107
CR mimetic SO	96	91	96	105	103	94
Efflux pump mplx	0.0	0.1	-0.1	0.2	0.0	0.1
CIT2-GFP yeast	99	103	104	90	104	97
MEP2 TOR yeast	107	101	108	89	100	101
AGP1-GFP MLPCN	103	98	103	85	106	96
AHR activator	-2	0	4	0	3	1

[7] CC(=O)n1cc([C@H]2C=C(C(=O)NCc3ccccc3)O[C@@H](OCc3ccc(CO)cc3)C2)c2ccccc21
[8] Cc1ccc(C2(c3ccc(C)cc3)NC(=O)N(CC(=O)NCCCN3CCCC3=O)C2=O)cc1
[9] CNC(=O)COC(=O)c1ccccc1Oc1ccccc1
[10] O=C(CCC1CCN(C(=O)c2cc(C(F)(F)F)ccc2Cl)CC1)NC1CC1
[11] CCCC(=O)Nc1ccc(Br)cn1
[12] CCOC(=O)C1CCN(C(=O)c2cc(C(C)(C)C)nn2Cc2ccccc2)CC1
assay / compound	7	8	9	10	11	12
RPL19A-GFP yeast	92	101	105	101	95	93
LAP4 TOR yeast	127	95	103	95	86	99
CR mimetic SO	104	78	101	91	98	97
Efflux pump mplx	0.2	0.1	-0.1	0.0	0.1	0.1
CIT2-GFP yeast	66	114	107	99	96	101
MEP2 TOR yeast	97	101	99	103	97	87
AGP1-GFP MLPCN	78	101	108	99	108	95
AHR activator	65*	0	-1	1	1	4

[13] Cn1c(C(C)(O)C(O)c2ccccc2)nc2ccccc21 (stereo not drawn)
[14] Cc1ccc(C(=O)OCC(=O)NCc2cc(C)c(O)c(C)c2)cc1S(=O)(=O)N1CCCCC1
[15] CCCn1nc(C(=O)NNC(=O)C2CSC3(C)CCC(=O)N23)c2ccccc2c1=O (stereo not drawn)
[16] CN(C)C(=O)C1CC(=O)OC12CCCCC2 (stereo not drawn)
[17] Nn1c(SCC(=O)Nc2ccccc2)nnc1-c1cccnc1
[18] O=C(CCC(=O)Nc1ccc(Br)cc1)N/N=C/c1ccccc1F
assay / compound	13	14	15	16	17	18
RPL19A-GFP yeast	108	112	95	101	96	106
LAP4 TOR yeast	101	110	101	122	103	93
CR mimetic SO	80	100	110	120	94	103
Efflux pump mplx	-0.1	0.5	0.0	0.1	0.0	-0.1
CIT2-GFP yeast	114	107	98	109	103	89
MEP2 TOR yeast	112	111	100	101	103	109
AGP1-GFP MLPCN	113	106	103	125	100	84
AHR activator	17	0	-2	-2	15	12

Complete entries, looked up by structure:
Cc1ccc(C(=O)OCC(=O)NCc2cc(C)c(O)c(C)c2)cc1S(=O)(=O)N1CCCCC1 is listed as RPL19A-GFP yeast = 112; LAP4 TOR yeast = 110; CR mimetic SO = 100; Efflux pump mplx = 0.5; CIT2-GFP yeast = 107; MEP2 TOR yeast = 111; AGP1-GFP MLPCN = 106; AHR activator = 0
CCCn1nc(C(=O)NNC(=O)C2CSC3(C)CCC(=O)N23)c2ccccc2c1=O (stereo not drawn) is listed as RPL19A-GFP yeast = 95; LAP4 TOR yeast = 101; CR mimetic SO = 110; Efflux pump mplx = 0.0; CIT2-GFP yeast = 98; MEP2 TOR yeast = 100; AGP1-GFP MLPCN = 103; AHR activator = -2

Next part
[19] COc1cc(-c2csc(CCn3nc(C)cc3C)n2)cc(OC)c1OC
[20] CC(=O)Nc1ccccc1NC(=O)c1cc(C)ccc1C
[21] CCOc1cc(C(=O)NCc2ccco2)cc(OCC)c1OCC
[22] O=C(/C=C/c1ccccc1)N(Cc1ccc(Cl)cc1)C1CCS(=O)(=O)C1 (stereo not drawn)
[23] O=C(NCc1ccc(Cl)cc1)c1cc2ccccn2n1
[24] CCC1CCCCN1CCCNC(=O)C1CCCN(S(=O)(=O)N2CC(C)CC(C)C2)C1 (stereo not drawn)
assay / compound	19	20	21	22	23	24
RPL19A-GFP yeast	90	96	100	105	106	103
LAP4 TOR yeast	78	106	101	101	125	97
CR mimetic SO	106	90	110	102	98	102
Efflux pump mplx	0.1	-0.1	0.1	0.1	0.1	-0.2
CIT2-GFP yeast	78	90	106	98	106	110
MEP2 TOR yeast	79	96	107	102	94	104
AGP1-GFP MLPCN	85	97	103	101	107	105
AHR activator	4	1	2	0	2	-1

[25] Cc1nc2ccc(S(=O)(=O)NCC(=O)NCc3ccc(Cl)cc3)cc2s1
[26] CCc1ccc(N2C(=O)CN(Cc3cccs3)C2=S)cc1
[27] COc1ccc2c(C)cc(C)nc2n1
[28] NC(=O)COC(=O)c1ccccc1SCC(=O)NC1CCCCCC1
[29] Nc1c(C=C2C=CC(=O)C=C2)c(=O)nc2sc(CC(=O)N3CCOCC3)nn12
[30] O=C(N/N=C/C=C/c1ccccc1)c1n[nH]c2c1CCC2
assay / compound	25	26	27	28	29	30
RPL19A-GFP yeast	105	97	103	96	101	97
LAP4 TOR yeast	103	105	99	109	88	99
CR mimetic SO	92	101	103	102	100	110
Efflux pump mplx	0.1	0.0	0.0	-0.1	0.0	0.2
CIT2-GFP yeast	107	93	96	93	103	110
MEP2 TOR yeast	106	101	105	100	109	100
AGP1-GFP MLPCN	104	96	99	95	94	97
AHR activator	1	0	3	2	1	15

Reformatted field by field: part of the list above.
18) O=C(CCC(=O)Nc1ccc(Br)cc1)N/N=C/c1ccccc1F
  RPL19A-GFP yeast: 106	LAP4 TOR yeast: 93	CR mimetic SO: 103	Efflux pump mplx: -0.1	CIT2-GFP yeast: 89	MEP2 TOR yeast: 109	AGP1-GFP MLPCN: 84	AHR activator: 12
19) COc1cc(-c2csc(CCn3nc(C)cc3C)n2)cc(OC)c1OC
  RPL19A-GFP yeast: 90	LAP4 TOR yeast: 78	CR mimetic SO: 106	Efflux pump mplx: 0.1	CIT2-GFP yeast: 78	MEP2 TOR yeast: 79	AGP1-GFP MLPCN: 85	AHR activator: 4
20) CC(=O)Nc1ccccc1NC(=O)c1cc(C)ccc1C
  RPL19A-GFP yeast: 96	LAP4 TOR yeast: 106	CR mimetic SO: 90	Efflux pump mplx: -0.1	CIT2-GFP yeast: 90	MEP2 TOR yeast: 96	AGP1-GFP MLPCN: 97	AHR activator: 1

Later entries:
[31] CCOc1ccc(NS(=O)(=O)c2ccc3[nH]c(=O)c(=O)[nH]c3c2)cc1
[32] COc1ccc(S(=O)(=O)N/N=C/c2ccc(OCCN3CCOCC3)c(OC)c2)cc1
[33] COCCN1C=C(C(=O)OC)C(c2ccccc2C(F)(F)F)C(C(=O)OC)=C1
[34] CS(=O)(=O)c1ccc([C@@H](O)[C@@H](CO)NC(=O)C(Cl)Cl)cc1
[35] Cc1ccc(CC(=O)NCc2ccc(F)cc2)cc1
[36] COc1ccc(CCNC(=O)Nc2ccc([N+](=O)[O-])cc2)cc1OC
assay / compound	31	32	33	34	35	36
RPL19A-GFP yeast	92	102	98	98	99	106
LAP4 TOR yeast	90	89	91	106	105	96
CR mimetic SO	99	94	99	93	103	90
Efflux pump mplx	0.2	-0.1	-0.2	-0.3	0.7	-0.1
CIT2-GFP yeast	88	106	101	92	92	107
MEP2 TOR yeast	98	94	96	99	106	110
AGP1-GFP MLPCN	90	99	100	89	94	102
AHR activator	1	-5	2	-1	1	-2

[37] CCOC(=O)CON1C(=O)C(C)(C)N(OCC(=O)OCC)C(=O)C1(C)C
[38] CCOc1cc(/C=N/NC(=O)c2cccnc2)ccc1OCC(=O)N(C)C
[39] CCn1nc(C)cc1C(=O)N1CCCC(Nc2ccc(F)c(F)c2)C1 (stereo not drawn)
[40] O=C1C(=O)N(CCO)C(c2ccc(Br)cc2)/C1=C(\O)c1ccccc1 (stereo not drawn)
[41] CC(C)(C)OC(=O)N1CC(O)CC1C(=O)OCC(=O)c1ccccc1 (stereo not drawn)
[42] Cc1cc(C)c2[nH]c(=O)c(CN(Cc3ccco3)C(=S)NCC3CCCO3)cc2c1 (stereo not drawn)
assay / compound	37	38	39	40	41	42
RPL19A-GFP yeast	112	97	102	104	97	105
LAP4 TOR yeast	112	99	97	97	96	106
CR mimetic SO	107	88	107	105	88	105
Efflux pump mplx	0.4	-0.1	-0.1	0.1	0.0	0.0
CIT2-GFP yeast	112	98	101	105	100	103
MEP2 TOR yeast	120	90	100	101	104	108
AGP1-GFP MLPCN	110	100	103	99	98	109
AHR activator	-1	7	-7	-1	2	28

[43] CCN1CCN(CNC(=O)c2cnccn2)CC1
[44] C#CCCOC(=O)Nc1ccccc1
[45] CC(C)NC(=O)C1CCN(C2CCN(Cc3cn[nH]c3-c3ccccc3)CC2)CC1
[46] Cn1cc(/C=N/NC(=O)c2cccc([N+](=O)[O-])c2)c2ccccc21
[47] COc1ccc2oc(C(=O)OCC(=O)/C(C#N)=C(\C)N)c(C)c2c1
[48] CC(=O)NCCC(=O)Nc1cc(S(=O)(=O)Nc2ccc(Cl)cc2)ccc1N1CCCC1
assay / compound	43	44	45	46	47	48
RPL19A-GFP yeast	104	113	102	100	92	98
LAP4 TOR yeast	102	104	108	94	89	89
CR mimetic SO	107	114	93	111	75	104
Efflux pump mplx	-0.2	-0.2	-0.1	-0.1	0.1	0.2
CIT2-GFP yeast	99	105	108	92	95	101
MEP2 TOR yeast	129	112	110	104	97	92
AGP1-GFP MLPCN	106	104	112	98	94	90
AHR activator	1	0	0	69*	0	2

[49] CCCC1=NN(c2ccc([N+](=O)[O-])cc2)C(=O)/C1=C\N(C)C
[50] O=c1cc(-c2ccccc2)[nH]c2cc(Cl)ccc12
[51] CCn1nnnc1SCC(=O)N1CCOCC1
[52] CC(C)CC(=O)NC(NC(=S)Nc1cccc2cccnc12)C(Cl)(Cl)Cl (stereo not drawn)
[53] Clc1ccc2nc(CN3CCCc4ccccc43)cn2c1
assay / compound	49	50	51	52	53
RPL19A-GFP yeast	105	101	96	88	95
LAP4 TOR yeast	84	127	96	97	98
CR mimetic SO	120	134	114	106	104
Efflux pump mplx	3.5	0.0	0.0	-0.1	-0.1
CIT2-GFP yeast	79	90	83	100	100
MEP2 TOR yeast	81	94	92	99	104
AGP1-GFP MLPCN	67	86	95	93	103
AHR activator	12	96*	-1	9	20
